Source: PubChem
DNMT1 inh – DNMT1 (human) enzyme inhibition; P26358; DNMT1 molecular beacon, Hinp1I cleavage, fluorescence; inhibition (reported as % activation of signal), % at 10 µM; hit rate 0.83% among 360,000; AID 588458; in the data active means inhibition above about 50%
MLLE-PAM2 inh – inhibitors of microRNA-mediated deadenylation, human PABP1 MLLE binding. hit rate 0.36% among 360,000. inhibition, % at 20 µM. P11940. GST-MLLE / FITC-PAM2 fluorescence polarization. AID 588489; in the data active means inhibition above about 35%, passing the limit was not always enough;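 further: plate controls were DMSO wells with GST-MLLE for no effect and wells lacking GST-MLLE protein for full effect; some results filed as inactive read as strong as hits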
Target sequence (P11940 whole entry, looked up): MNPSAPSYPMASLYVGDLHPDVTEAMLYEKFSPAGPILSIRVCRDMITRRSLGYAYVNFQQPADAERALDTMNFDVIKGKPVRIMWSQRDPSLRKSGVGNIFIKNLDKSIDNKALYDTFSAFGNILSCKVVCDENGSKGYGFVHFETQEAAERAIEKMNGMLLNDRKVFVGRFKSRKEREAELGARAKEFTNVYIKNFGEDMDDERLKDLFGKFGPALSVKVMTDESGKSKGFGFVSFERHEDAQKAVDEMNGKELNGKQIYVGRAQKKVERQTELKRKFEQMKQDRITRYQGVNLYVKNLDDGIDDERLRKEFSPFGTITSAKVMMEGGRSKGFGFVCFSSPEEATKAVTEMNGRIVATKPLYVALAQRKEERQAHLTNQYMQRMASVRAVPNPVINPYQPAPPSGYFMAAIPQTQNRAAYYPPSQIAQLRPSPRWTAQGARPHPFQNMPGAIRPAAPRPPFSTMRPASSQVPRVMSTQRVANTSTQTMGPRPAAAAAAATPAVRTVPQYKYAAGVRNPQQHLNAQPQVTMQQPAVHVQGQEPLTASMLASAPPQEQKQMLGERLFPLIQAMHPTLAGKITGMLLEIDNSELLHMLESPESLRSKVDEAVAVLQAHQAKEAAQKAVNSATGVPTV
TbMetRS inhib – blocks T. brucei methionyl-tRNA synthetase activity. purified T. brucei MetRS, ATP depletion, Kinase-Glo luminescence. inhibition, % at 11.9 µM. hit rate 0.4% among 360,000. AID 624268;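 active means inhibition above a per-plate cutoff of the control wells' mean inhibition plus 3 SD, cut at about 5.5% in these data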;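 further: 0% = DMSO wells median and 100% = median of wells with control inhibitor compound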
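Test system – parasite MetRS enzyme · Reagent – substrates ATP, L-methionine and bulk Escherichia coli tRNA · Doses – 11.9 µM compound single dose, 0.9% DMSO · Times – 15 min enzyme-compound preincubation, 2 h reaction, 10 min detection, 25 °C · Signal – Kinase-Glo luminescence, ATP depletion format · Controls – DMSO-only wells as low control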
Rpn11 inh – inhibitors of human proteasome Rpn11. O00487. human 26S proteasome, Ub4-pepOG fluorescence polarization; 20S core pre-blocked with epoxomicin. calls only at 20 µM. hit rate 0.59% among 360,000. AID 588493;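 active means inhibition at 20 µM, scaled to each plate's controls, above about 33%, limit read from the data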
SUMO1 PPI mod – alters human SUMO1 binding to SIM partners. P63165. AID 602429. inhibition, % at 20 µM. SUMO1 binding to a labelled peptide, TR-FRET, 1 h. hit rate 0.33% among 360,000; in the data active means inhibition above about 37%
Target sequence (P63165 whole entry, looked up): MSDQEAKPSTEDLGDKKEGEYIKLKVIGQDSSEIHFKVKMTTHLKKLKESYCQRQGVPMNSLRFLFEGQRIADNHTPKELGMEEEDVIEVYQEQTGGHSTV
CSN inh – blocks human CSN-mediated cullin deneddylation; hit rate 0.38% among 360,000; inhibition, % at 12.5 µM; Q92905; Purified CSN, SCF-Nedd8-OG deneddylation, fluorescence polarization;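 active means pattern-corrected inhibition above about 35%, with an unprinted fluorescence ratio check between 0.5 and 1.5, limit read from the data, passing the limit was not always enough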;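 further: 0% = enzyme with substrate and 100% = substrate without enzyme; some results filed as inactive read as strong as hits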
Target sequence (Q92905 whole entry, looked up, one chain of several): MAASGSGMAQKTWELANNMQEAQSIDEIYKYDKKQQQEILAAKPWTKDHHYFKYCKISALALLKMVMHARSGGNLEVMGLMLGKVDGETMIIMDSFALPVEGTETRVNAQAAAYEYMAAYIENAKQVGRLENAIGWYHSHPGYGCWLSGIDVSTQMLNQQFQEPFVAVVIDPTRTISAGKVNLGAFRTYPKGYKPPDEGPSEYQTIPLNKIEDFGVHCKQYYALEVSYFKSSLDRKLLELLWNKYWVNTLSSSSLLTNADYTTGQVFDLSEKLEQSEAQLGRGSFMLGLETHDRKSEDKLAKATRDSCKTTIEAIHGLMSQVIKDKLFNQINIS
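Test system: Human Csn5 produced in HEK293T cells | Compound: 12.5 µM single point | Times: 90 min, room temperature | Signal: Fluorescence polarization readout | Read-out basis: % inhibition of substrate cleavage by Csn5 | Controls: no-enzyme wells high, enzyme-with-substrate wells low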
STEP block – inhibitors of human striatal-enriched phosphatase STEP; P54829; recombinant STEP, OMFP fluorogenic substrate, fluorescence; inhibition, % at 20 µM; hit rate 0.25% among 360,000;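 active means inhibition at 20 µM, scaled per plate between control wells, above about 37%, limit read from the data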;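 further: 0% = DMSO with enzyme and substrate and 100% = substrate only without enzyme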
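Measure: Control-normalized % inhibition with plate pattern correction | Test system: STEP phosphatase, cell-free reaction | Medium: pH 6.0 Bis-Tris with DTT and Tween 20 | Technique: Fluorescence, 480/540 nm | Times: Reaction 20 min, ambient temperature | Doses: Single compound dose of 20 µM, 1% DMSO final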
NadD block – NadD (S. aureus) enzyme inhibition. hit rate 0.78% among 360,000. AID 602399. purified NadD enzyme, colorimetric absorbance read-out. inhibition, % at 20 µM; in the data active means inhibition above about 26%; further: some compounds past the cut are filed as inactive
Scp-1 inhibitor – Scp-1 (human) phosphatase inhibition. Recombinant Scp1, phosphopeptide, malachite green phosphate absorbance. hit rate 0.88% among 340,000. Q9GZU7. inhibition, % at 20 µM;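 active means inhibition above about 50% at 20 µM, limit read from the data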;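 further: plate controls were DMSO wells with enzyme for no effect and wells lacking enzyme for full effect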
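System: truncated SCP-1 phosphatase (76-261aa); medium: Tris acetate buffer pH 5.5 with MgCl2 and Tween-20; incubation: 45 min room-temperature reaction, 5 min colour, 30 min stabiliser; compound: single 20 µM dose, 1% DMSO; reagent: Phosphorylated 17-residue peptide substrate; read-out: % inhibition at 20 µM; technique: colorimetric free-phosphate detection, absorbance 630 nm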
LMPTP inh – blocks human LMPTP phosphatase | P24666 | inhibition, % at 20 µM | recombinant LMPTP-A, OMFP fluorogenic substrate, fluorescence intensity | hit rate 0.22% among 360,000 | AID 651560;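 active means compounds that cut the enzyme signal by at least half of the control window in the single-dose screen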;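 further: plate controls were DMSO wells with enzyme plus substrate for no effect and substrate without enzyme for full effect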
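Test system: LMPTP-A phosphatase enzyme; input: 0.625 nM LMPTP-A final; reagent: OMFP substrate, 400 µM final; compound dosing: 20 µM single dose, 3% DMSO; incubation: 50 min dark incubation at room temperature; measured by: endpoint fluorescence intensity from OMFP dephosphorylation; measure: % inhibition relative to no-enzyme and uninhibited control wells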
An asterisk follows results filed as active; i = inactive; nt = no result given; + = active, no number. Rows were taken by chance. Share with any hit: about 3.6%.

Values in the order: STEP block | CSN inh | DNMT1 inh | MLLE-PAM2 inh | LMPTP inh | TbMetRS inhib | Scp-1 inhibitor | Rpn11 inh | NadD block | SUMO1 PPI mod
COC(=O)C(C)n1nc(C)n(-c2ccc(C)cc2)c1=O (stereo not drawn)
  -1 | -4 | 4 | -6 | -3.5 | -0.7 | -7 | i | 9 | 1
Nc1nnc(-c2ccncc2)s1
  0 | 3 | 7 | 9 | -0.6 | -0.2 | -2 | i | 0 | 3
COc1ccc(C(=O)N2CCCCC2c2cc(C(=O)Nc3ccc(F)c(Cl)c3)no2)cc1 (stereo not drawn)
  3 | -3 | -10 | 18 | 5.2 | -0.1 | nt | i | 2 | 2
COc1ccc(/C=C/C(=O)NCC(=O)N=Nc2c(O)[nH]c3ccc([N+](=O)[O-])cc23)cc1
  13 | 2 | 6 | 1 | 9.4 | 0.7 | 68* | i | 29 | -3
CCOc1ccc(NC(=O)C(CC(=O)O)Cc2ccccc2)cc1 (stereo not drawn)
  10 | -3 | -1 | -1 | 0.8 | 0.1 | 1 | i | -1 | 3
Cc1ccc(C(=O)NC2CC(C)(C)NC(C)(C)C2)cc1C
  11 | 2 | 5 | 9 | -0.7 | -0.1 | -5 | i | -2 | 2
O=C(CCN1C(=O)COc2ccccc21)NCCN1CCN(c2ccccc2F)CC1
  -3 | -3 | 1 | -6 | -1.2 | -0.2 | -4 | i | -1 | -2
CN(C)/C=N/c1cc(=O)[nH]c(=O)n1C
  -4 | 0 | 9 | -7 | -1.6 | -0.1 | -6 | i | -2 | 2
c1ccc(-c2cc3c(ccc4nonc43)nn2)cc1
  -1 | 3 | 0 | 1 | -0.2 | -0.3 | -9 | i | 0 | -30
O=C(Cn1ncc2c([nH]c3ccccc32)c1=O)Nc1cccnc1
  -1 | -1 | 2 | -14 | 0.1 | -0.1 | -7 | i | 4 | 2
Cc1ccc2c(c1)C(=O)CC1(CCCC1)O2
  -2 | -2 | 4 | 4 | -1.1 | -0.2 | -2 | i | -4 | 3
Cc1ccc(OCc2nnc(SCC(=O)Nc3nccs3)n2-c2ccccc2)cc1C
  3 | -7 | -4 | -19 | -0.9 | -1.4 | -5 | i | -1 | -1
CC1(NC(=O)CCc2nc3sc4c(c3c(=O)[nH]2)CCCC4)CCS(=O)(=O)C1 (stereo not drawn)
  4 | 27 | 54* | -30 | 18 | -0.3 | nt | i | 4 | 12
CCCS(=O)(=O)Nc1ccc(N2CCCCC2)c(S(=O)(=O)Nc2ccccc2OC)c1
  -1 | 1 | -8 | 18 | 3.3 | -0.1 | 4 | i | 4 | 11
CCOc1ccc(NC(=O)CN2CCN(CC(=O)Nc3ccc(F)cc3)CC2)cc1
  4 | 6 | -5 | 1 | -0.5 | -1.0 | -6 | i | -5 | 0
C/C(N)=C(/C#N)C(=O)COC(=O)CCSc1ccccc1Cl
  -3 | 1 | -1 | 32 | 1.1 | -0.4 | -10 | i | -5 | -3
CC(NC(=O)c1ccc(OC2CCN(Cc3ccccn3)CC2)cc1)c1ccccc1 (stereo not drawn)
  -3 | 6 | 6 | 1 | -1.5 | -0.8 | -4 | i | -9 | -1
COCCCNc1nc2ccccc2nc1NS(=O)(=O)c1ccc(Cl)cc1
  1 | 1 | 1 | -2 | 0.0 | -1.1 | 5 | i | -6 | 4
NNC(=O)c1cccc(S(=O)(=O)Nc2cc(Cl)ccc2Cl)c1
  -2 | -2 | -2 | 13 | -2.3 | 0.1 | -2 | i | -1 | 21
COCCN(C(=O)CNC(=O)c1ccco1)C(C(=O)NC1CCCCC1)c1cccnc1 (stereo not drawn)
  3 | 0 | 1 | 10 | -1.1 | -0.6 | 3 | i | -1 | 1

Following part.
Values in the order: STEP block | CSN inh | DNMT1 inh | MLLE-PAM2 inh | LMPTP inh | TbMetRS inhib | Scp-1 inhibitor | Rpn11 inh | NadD block | SUMO1 PPI mod
Cc1cc2nc(/C(C#N)=C/c3ccncc3)[nH]c2cc1C
  2 | 4 | -1 | -46 | -1.1 | 0.6 | -7 | i | -1 | -19
CCCNC(=O)C1(C)CCCN(C(=O)c2oc3ccccc3c2C)C1 (stereo not drawn)
  -2 | 1 | 6 | -1 | -0.4 | 0.0 | nt | i | -6 | 2
CCC1CCCCN1C(=O)N[C@@H](Cc1ccccc1)C(=O)O (stereo partly drawn)
  0 | 2 | 2 | 5 | -1.6 | -0.2 | -3 | i | -5 | 2
S=C1NCCNC(=S)NCCOCCN1
  1 | -14 | -1 | 4 | -0.4 | -0.6 | -1 | i | -6 | -4
O=C(COC(=O)c1cccc(Br)c1)NC1CCCCCCC1
  2 | 3 | 7 | 10 | -1.0 | -0.2 | nt | i | -7 | -1
COc1ccc(CCC(=O)OCC(=O)Nc2ccccc2OC(F)F)cc1OC
  0 | -19 | 1 | -5 | -1.7 | -0.4 | -9 | i | -1 | 0
CC(C)C[C@H]1COc2cccc(N3CCC[C@H]3CO)c2S(=O)(=O)N1
  nt | -2 | nt | nt | -0.1 | -0.1 | nt | nt | -2 | 1
COc1cccc(CN2C(=NC(=O)CCC3CCCC3)SC3CS(=O)(=O)CC32)c1 (stereo not drawn)
  -4 | 2 | 22 | 3 | -0.6 | -0.3 | -4 | i | 8 | -1
c1ccc(CNc2nc(-c3cccnc3)cs2)cc1
  0 | 4 | 0 | 10 | 0.6 | -0.4 | -4 | i | 5 | -4
Cc1ccc(S(=O)(=O)N2CCN(C(=O)COC(=O)/C=C/c3ccc([N+](=O)[O-])cc3)CC2)c(C)c1
  -4 | -6 | 7 | -2 | 0.6 | -0.3 | -2 | + | 3 | 7
CC1(C(=O)Nc2cccc3ncccc23)CCN1C(=O)Cc1ccc(-c2ccccc2)cc1 (stereo not drawn)
  2 | 1 | -7 | 12 | 0.5 | -0.2 | nt | i | 7 | -1
COc1ccc(N(CC(=O)NCCc2ccccc2)C(=O)CCC(=O)Nc2ccccn2)cc1
  -3 | -1 | 1 | -5 | 0.6 | -0.6 | -5 | i | -5 | 0
COC(=O)c1ccccc1NC(=O)CSc1nccc(C)n1
  1 | -2 | -2 | -19 | -0.2 | 0.1 | 7 | i | -2 | 6
CC(=O)c1c(C)[nH]c(C(=O)COc2cc(C)ccc2C(C)C)c1C
  3 | 0 | 0 | -3 | -0.7 | -1.5 | 4 | i | -10 | -3
Cc1cc(-c2nnc(CCC(=O)N3CCN(Cc4cccc(F)c4)CC3)o2)c(C)o1
  -2 | 0 | -8 | 10 | 0.4 | 0.0 | 2 | i | -2 | -4
CN1CC[C@@H]2C(=O)N3CCc4ccc(Br)cc4[C@@H]3C[C@@H]21
  -3 | 2 | 5 | -8 | -0.8 | -0.5 | -8 | i | 0 | 2
O=[N+]([O-])c1cc(-c2cnc3ccccc3n2)ccc1Cl
  0 | 7 | -2 | -6 | 0.2 | -0.5 | -2 | i | -8 | -20
CCOC(=O)c1ccc(Oc2cc(C)nc(Cl)n2)cc1
  1 | 1 | -1 | 1 | 2.4 | -0.1 | -4 | i | -5 | 2
CCCCn1c(N)c(N(CC)C(=O)c2ccccc2C)c(=O)[nH]c1=O
  2 | 3 | 1 | -1 | -1.1 | -0.1 | -4 | i | -2 | 1
COc1ccc(CCNCC(O)COc2cccc(Br)c2)cc1OC (stereo not drawn)
  5 | 2 | 1 | -4 | -0.8 | 0.1 | -9 | i | -11 | 0

In the list so far, these have a cyano group:
Values in the order: STEP block | CSN inh | DNMT1 inh | MLLE-PAM2 inh | LMPTP inh | TbMetRS inhib | Scp-1 inhibitor | Rpn11 inh | NadD block | SUMO1 PPI mod
C/C(N)=C(/C#N)C(=O)COC(=O)CCSc1ccccc1Cl
  -3 | 1 | -1 | 32 | 1.1 | -0.4 | -10 | i | -5 | -3
Cc1cc2nc(/C(C#N)=C/c3ccncc3)[nH]c2cc1C
  2 | 4 | -1 | -46 | -1.1 | 0.6 | -7 | i | -1 | -19

New compounds follow
Values in the order: STEP block | CSN inh | DNMT1 inh | MLLE-PAM2 inh | LMPTP inh | TbMetRS inhib | Scp-1 inhibitor | Rpn11 inh | NadD block | SUMO1 PPI mod
COc1ccc(CC(=O)NNC(=O)c2ccccc2)cc1OC
  2 | 3 | 2 | -4 | -0.9 | -0.3 | 2 | i | -3 | -4
COc1cc(C(=O)NCC(=O)N/N=C/c2c(C)[nH]c3ccccc23)cc(OC)c1OC
  -2 | 2 | -4 | -53 | -0.2 | 0.5 | -7 | i | -1 | -2
Cc1ccc([N+](=O)[O-])cc1S(=O)(=O)N1CCCC1
  -2 | -1 | 5 | -2 | -2.6 | -1.1 | -5 | i | -5 | -12
CCOC(=O)C1=C(CC)Nc2ccccc2N=C1NC(=O)CCN1C(=O)C2CCCCC2C1=O (stereo not drawn)
  -1 | -7 | -3 | 3 | 0.8 | -0.7 | 20 | i | 1 | 2
O=C1C2C3CCC(O3)C2C(=O)N1c1cc(OCC(F)F)cc([N+](=O)[O-])c1 (stereo not drawn)
  0 | -2 | 1 | 16 | -0.8 | -0.4 | -1 | i | -2 | -23
CCc1cccc(NC(=O)[C@@H]2CCCN2C2=NS(=O)(=O)c3ccccc32)c1
  1 | -2 | 1 | 5 | -2.6 | -0.2 | -5 | i | -2 | 2
Cc1ccc(N2C(=O)C(CC(=O)Nc3cccc(F)c3)N(CCc3ccncc3)C2=O)cc1 (stereo not drawn)
  0 | 5 | 1 | -12 | -0.7 | -0.6 | 1 | i | -1 | -6
O=C(Nc1cc(S(=O)(=O)N2CCCC2)ccc1OCC(F)(F)F)c1ccncc1
  -2 | -2 | 7 | 9 | -2.0 | -0.1 | nt | i | 4 | -2
CCn1c(=O)n(CC)c2cc(S(=O)(=O)NCCOc3ccccc3)c(C)cc21
  2 | 0 | 1 | 5 | -1.2 | -1.6 | 3 | i | 1 | 0
CCOC(=O)N1N=C(C)CC1(O)c1ccccc1 (stereo not drawn)
  -2 | -10 | 2 | 8 | -0.7 | -0.5 | -6 | i | -7 | 0
CCOC(=O)N1CCN(CCC(=O)Nc2ccc(OC)cc2)CC1
  -1 | 1 | 0 | 0 | -1.8 | 0.3 | -2 | i | -3 | 1
COc1ccccc1NS(=O)(=O)c1cccc(C(=O)NCC(c2ccc(F)cc2)N2CCOCC2)c1 (stereo not drawn)
  -2 | 0 | 2 | 6 | -0.6 | -0.2 | -7 | i | -3 | -4
